TAAR1 antag: antagonists of human TAAR1; CHO RD-HGA16 TAAR1, Fluo-8 calcium fluorescence, antagonist; inhibition, % at 3 µM; hit rate 1.5% among 360,000; AID 624466;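 active = inhibition above a per-plate cutoff, the mean inhibition of test compounds on that plate plus 3 SD, cut at about 49% in these data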;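 note: 0% = DMSO plus EC80 beta-PEA response and 100% = DMSO alone without agonist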
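Material: RD-HGA16 CHO cells with stable hTAAR1 and Gα16; Dosing: single nominal final test compound concentration of 3 µM; Schedule: seeding 17-24 h prior, 75-min 37 °C, 30-min RT dye loading; Detection: kinetic Fluo-8 calcium fluorescence measurement; Measure: % inhibition from peak post-agonist over basal fluorescence ratio; Benchmarks: vehicle and agonist controls.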
M1 ag: human M1 muscarinic receptor agonism; hit rate 0.33% among 360,000; P11229; CHO-K1 hM1, Fluo-8 calcium fluorescence, agonist mode; 0% DMSO, 100% acetylcholine EC100; activation, % at 3 µM;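 active = activation above the run's mean compound activation plus 3 SD, cut at about 16% in these data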;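 note: peak over basal fluorescence ratio within a 140 s kinetic read after compound addition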
CHO-K1 Ca ag: M1 agonist counterscreen hit in parental CHO-K1 cells; Fluo-8 calcium fluorescence; scaled to maximal ATP response, vehicle zero; activation, % at 3 µM; hit rate 0.48% among 360,000; in the data active = activation above about 15%;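 note: untransfected CHO-K1 host cells lacking M1 receptor as counterscreen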
V1R ag counter: V1a receptor agonism, counter-screen for OXTR agonists; P37288; CHO-V1R cells, Fluo-8 calcium fluorescence, agonist mode; 0% DMSO, 100% 3 nM vasopressin; activation, % at 3 µM; hit rate 0.25% among 320,000;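 active = activation above the mean activation of all tested compounds plus 3 SD, per screening run, cut at about 20% in these data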;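 note: signal is peak over basal fluorescence ratio across a 100 second FLIPR read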
Target sequence (P37288 whole entry, looked up): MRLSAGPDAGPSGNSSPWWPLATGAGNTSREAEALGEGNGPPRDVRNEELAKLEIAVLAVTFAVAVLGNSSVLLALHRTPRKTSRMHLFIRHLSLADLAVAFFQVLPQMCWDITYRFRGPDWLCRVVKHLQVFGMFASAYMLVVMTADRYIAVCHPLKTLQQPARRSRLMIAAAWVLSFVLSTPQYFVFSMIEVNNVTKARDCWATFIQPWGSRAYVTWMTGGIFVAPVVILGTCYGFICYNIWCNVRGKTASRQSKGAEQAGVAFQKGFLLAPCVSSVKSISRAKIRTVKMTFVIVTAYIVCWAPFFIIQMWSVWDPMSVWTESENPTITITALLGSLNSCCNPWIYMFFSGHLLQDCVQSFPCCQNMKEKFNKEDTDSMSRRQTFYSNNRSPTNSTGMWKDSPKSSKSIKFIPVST
M1 PAM parental: nonselective activator or artifact in parental CHO-K1 calcium assay. ATP EC20, Fluo-8 calcium fluorescence; 0% at ATP EC20, 100% at ATP max. activation, % at 3 µM. hit rate 0.02% among 360,000;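 active = activation above the run cutoff, the mean activation of all test compounds plus 3 SD, cut at about 40% in these data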;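 note: peak over basal fluorescence ratio in a 140 s read after ATP addition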
TAAR1 agonist: agonists of human TAAR1 | Q96RJ0 | CHO RD-HGA16 TAAR1, Fluo-8 calcium fluorescence; vehicle wells 0%, saturating PEA agonist 100% | activation, % at 3 µM | hit rate 0.99% among 360,000 | AID 624467;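 active = activation above the mean activation of all test compounds in the run plus 3 SD, cut at about 38% in these data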
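Benchmarks: low control DMSO, high control PEA (EC100); System: CHO RD-HGA16 cells carrying human TAAR1 plus Gα16; Detection: Fluo-8 fluorescence, 5 s baseline then 140 s kinetic read; Schedule: 17-24 h plating, Fluo-8 75 min 37 °C, 30 min RT; Read-out basis: % activation from peak over basal fluorescence ratio, DMSO-to-PEA scaled.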
CHO-K1 Ca antag: M1 antagonist counterscreen hit in parental CHO-K1 cells | ATP-induced calcium, Fluo-8 fluorescence | AID 602250 | hit rate 0.6% among 360,000 | inhibition, % at 3 µM;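 active = inhibition above a per-plate cutoff, the plate's mean sample inhibition plus 3 SD, cut at about 24% in these data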;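 note: 0% = DMSO plus EC80 ATP and 100% = DMSO alone without ATP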
CHO parental Ca: counter-screen: ATP calcium response change in parental CHO cells; hit rate 0.63% among 330,000; AID 463079; parental CHO-K1, ATP-induced calcium, Fluo-8 fluorescence; inhibition, % at 5.6 µM;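 active = inhibition above that plate's mean sample inhibition plus 3 SD, cut at about 26% in these data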;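 note: 0% = ATP-challenged DMSO wells and 100% = DMSO wells without ATP; some compounds past the cut are filed as inactive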
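Assay system: untransfected parental CHO cell line. Also added: ATP agonist challenge. Dosing: one dose, 5.6 µM nominal. Measured by: Fluo-8 fluorescence. Read-out: % inhibition. Benchmarks: ATP wells versus no-ATP DMSO wells. Repeats: no replicates.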
OXTR potentiator: human OXTR potentiation; CHO-OTR cells, Fluo-8 calcium fluorescence, potentiator mode; 0% = oxytocin EC15, 100% = EC100; P30559; activation, % at 3 µM; hit rate 0.061% among 320,000;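 active = activation above that plate's cutoff, the mean activation of tested compounds plus 3 SD, cut at about 6.6% in these data, passing the limit was not always enough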;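 note: 100% uses oxytocin at 75 nM as the full agonist control; some results filed as inactive read as strong as hits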
Target sequence (P30559 whole entry, looked up): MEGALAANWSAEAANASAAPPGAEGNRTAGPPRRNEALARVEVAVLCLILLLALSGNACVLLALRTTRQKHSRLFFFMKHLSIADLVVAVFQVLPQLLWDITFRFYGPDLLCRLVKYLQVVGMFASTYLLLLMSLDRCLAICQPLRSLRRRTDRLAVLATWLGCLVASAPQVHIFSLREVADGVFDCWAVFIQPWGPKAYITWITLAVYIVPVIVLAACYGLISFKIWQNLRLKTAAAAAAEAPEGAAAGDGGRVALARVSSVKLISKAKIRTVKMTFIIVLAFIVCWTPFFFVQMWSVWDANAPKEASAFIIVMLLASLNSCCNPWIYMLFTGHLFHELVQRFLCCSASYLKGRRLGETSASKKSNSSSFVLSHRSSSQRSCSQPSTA
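System: human OTR in CHO cells; Also added: sub-maximal oxytocin, roughly EC15; Timing: compound 6 min at room temperature before oxytocin, 100 s read; Technique: Fluo-8 intracellular calcium fluorescence, ex 470-495, em 515-575 nm; Controls: oxytocin EC15 low and EC100 high; Replication: singlicate.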
Numbers without * were called inactive; / = not tested or not shown. An unsorted share of the library; any-hit rate near 3.3%.

SMILES | TAAR1 antag | M1 ag | CHO-K1 Ca ag | V1R ag counter | M1 PAM parental | TAAR1 agonist | CHO-K1 Ca antag | CHO parental Ca | OXTR potentiator
COc1cccc(CN2CCN(C(=O)c3oc4c(F)cccc4c3C)CC2=O)c1 | -6 | -1 | 0.9 | -0.4 | 4 | 7 | -1 | -11 | -18
O=[N+]([O-])c1cc(-c2ncccn2)cs1 | -14 | -7 | -0.7 | -0.3 | 5 | 2 | 1 | -1 | -14
COc1ccccc1C(=O)COC(=O)c1cc([N+](=O)[O-])ccc1N1CCOCC1 | 23 | -7 | -0.1 | -0.7 | 1 | -1 | -10 | -25 | -3
Cc1ccc(C)c(NC(=S)N2CCN(CCO)CC2)c1 | 1 | -4 | 0.8 | 0.1 | 32 | 4 | -19 | -11 | 0
CCc1sc(N2C(=O)C3C4CCC(C4=C(C)C)C3C2=O)nc1-c1ccccc1 (centres undefined) | -16 | -8 | -0.4 | -1.4 | 4 | -1 | -25 | -38 | -10
Cc1ccc(C(c2nnnn2C2CCCC2)N2CCc3ccccc32)cc1 (centres undefined) | -16 | -5 | -0.7 | -0.3 | -11 | -2 | 7 | 7 | -5
O=C(NC1CCCCC1)c1cc([N+](=O)[O-])ccc1N1CCCCC1 | 7 | -7 | -0.6 | -1.8 | 17 | 6 | -9 | -24 | 2
S=c1nc(-c2ccc(Cl)cc2)[nH][nH]1 | -9 | -3 | 1.0 | -0.3 | 16 | 8 | -7 | -11 | -8
COCCCNC(=O)C1CCN(c2ccc(N3CCOCC3)nn2)CC1 | 3 | -4 | 0.2 | 0.4 | -27 | 1 | 12 | -3 | -7
O=C(COc1ccccc1[N+](=O)[O-])Nc1ccc(Br)cc1 | 8 | -1 | 0.1 | -0.3 | -24 | -1 | 7 | -19 | 0
Cc1ccccc1OCCC(=O)Nc1ccc(N2CCOCC2)cc1N1CCOCC1 | 4 | -1 | 0.2 | -1.1 | 21 | -1 | -8 | -9 | 2
CC1CCC(NC(=O)CSc2ccc(S(=O)(=O)N(C)C)cn2)CC1 (centres undefined) | 4 | -2 | 0.5 | 0.1 | -1 | -3 | 9 | -9 | -3
N/C(Cc1ccc([N+](=O)[O-])cc1)=N\OC(=O)COc1ccc2ccccc2c1 | -11 | -1 | 1.1 | 3.5 | 3 | 6 | 0 | 0 | -4
CN1CCN(c2ccccc2NC(=O)c2ccc(-c3ccccc3[N+](=O)[O-])o2)CC1 | 17 | -4 | 4.0 | 0.1 | 13 | 9 | -5 | -16 | -2
COc1ccc(OCCn2cncn2)cc1 | 17 | -2 | 0.1 | -0.1 | 10 | 3 | -3 | -15 | -9
COc1cc(OC)cc(C(=O)N2CCCC(Nc3ccc(F)cc3)C2)c1 (centres undefined) | -11 | -2 | 2.4 | -0.8 | -4 | -1 | 7 | -18 | -9
CC1CCN(C(=O)COC(=O)[C@H](C)NS(=O)(=O)/C=C/c2ccccc2)CC1 | -7 | -2 | 0.7 | 0.6 | 3 | 5 | -6 | -18 | -11
Cc1nnc(NNS(=O)(=O)c2ccc(Cl)cc2)[nH]c1=O | -4 | 1 | -0.1 | -0.2 | 15 | 1 | -1 | 9 | -2
O/N=C1\CCCC\C1=C/c1ccccc1 | -16 | -8 | -0.4 | -0.6 | -5 | 2 | -5 | -13 | -3
Cn1c(=O)[nH]c(=O)c2c1nc(CN1CCN(c3ccc(F)cc3)CC1)n2CCN1CCOCC1 | -8 | -1 | -0.3 | 1.1 | -18 | 1 | 10 | 6 | -4

Reformatted with tabs: part of the list above
compound	TAAR1 antag	M1 ag	CHO-K1 Ca ag	V1R ag counter	M1 PAM parental	TAAR1 agonist	CHO-K1 Ca antag	CHO parental Ca	OXTR potentiator
Cc1ccccc1OCCC(=O)Nc1ccc(N2CCOCC2)cc1N1CCOCC1	4	-1	0.2	-1.1	21	-1	-8	-9	2
COc1cc(OC)cc(C(=O)N2CCCC(Nc3ccc(F)cc3)C2)c1 (centres undefined)	-11	-2	2.4	-0.8	-4	-1	7	-18	-9
CCc1sc(N2C(=O)C3C4CCC(C4=C(C)C)C3C2=O)nc1-c1ccccc1 (centres undefined)	-16	-8	-0.4	-1.4	4	-1	-25	-38	-10
COc1cccc(CN2CCN(C(=O)c3oc4c(F)cccc4c3C)CC2=O)c1	-6	-1	0.9	-0.4	4	7	-1	-11	-18

(cont.)
SMILES | TAAR1 antag | M1 ag | CHO-K1 Ca ag | V1R ag counter | M1 PAM parental | TAAR1 agonist | CHO-K1 Ca antag | CHO parental Ca | OXTR potentiator
O=C(Cc1ccccc1F)c1ccc(O)cc1O | 9 | -6 | 19* | 1.0 | 6 | 2 | 8 | 18 | -20
CCOC(=O)N1CCOCCOCCN(C(=O)OCC)CCOCC1 | -5 | -4 | 1.0 | -0.9 | 16 | 16 | -14 | -9 | -4
CN(c1ccc(C(=O)Nc2ccc(CC#N)cc2)cc1)S(C)(=O)=O | 12 | -3 | 1.1 | 1.1 | 15 | 8 | -6 | -7 | -5
O=C(CCCl)N1CCCC2(CCCCC2)C1 | -31 | -3 | 0.6 | -1.0 | 26 | -1 | 1 | -18 | -1
CCOC(=O)c1nc2c(=O)n(C)c(=O)n(C)c2n(C)c1=O | -23 | 2 | 0.2 | -0.2 | -15 | 2 | 9 | -13 | 6
CCOc1ccc2[nH]c3nc(SCC(=O)NC4CC4)nnc3c2c1 | 5 | -2 | 0.7 | -1.1 | 12 | -3 | -8 | 4 | 3
Cc1ccc(NC(=O)CSc2nnc(-c3ccco3)o2)c(C)c1 | 2 | -7 | 6.6 | 0.6 | 22 | 0 | 1 | 2 | -4
Cc1ccnc(NC(=O)c2ccco2)n1 | 6 | -6 | 0.2 | 1.1 | -6 | 1 | -9 | -9 | -5
CCOc1ccccc1CNCCOC | -7 | -8 | 2.7 | 0.5 | 2 | 7 | -12 | 2 | 0
CCN(CC(=O)Nc1c(F)cccc1F)C(=O)Cc1sc(C)nc1-c1ccc(F)cc1 | -27 | -3 | 0.6 | / | -7 | -1 | -7 | / | /
COC(=O)c1ccccc1NC(=O)C(C)NS(=O)(=O)c1ccc(OC)cc1 (centres undefined) | -16 | 4 | 0.3 | -1.2 | 17 | 2 | -9 | -11 | -16
COc1ccc([C@H]2CC(=O)C=C(c3cccc(OCc4ccccc4)c3)C2)cc1 | 16 | 8 | 0.1 | 7.2 | -2 | 3 | -12 | -17 | -5
CCOC(=O)N1CCN(C(=O)CC(C(=O)N2CCc3ccccc32)n2ccnc2)CC1 (centres undefined) | 2 | -1 | -0.8 | -0.2 | 24 | 15 | -15 | -16 | -2
CC(=O)Nc1ccc(C(=O)CSc2nc3ccc(C)cc3[nH]2)cc1 | 4 | -7 | 0.8 | 1.7 | 17 | 1 | -8 | -17 | -4
O=C(NCC(=O)N1CCN(c2ccccc2O)CC1)c1ccc2ccccc2c1 | 4 | -2 | 3.2 | 3.8 | -2 | 0 | 2 | 0 | -6
COc1ccc2c(c1)c(N=O)c(O)n2C | 11 | -2 | -0.2 | -0.1 | -6 | -1 | 8 | -10 | -6
O=C(O)CSCC(=O)N(Cc1ccccc1)c1nc(-c2ccccc2)c(-c2ccccc2)s1 | 12 | -6 | -0.1 | 1.7 | -7 | -3 | -7 | 7 | -12
COc1ccc(/C=N/NC(=O)Cn2cnc3c2c(=O)n(C)c(=O)n3C)cc1 | -25 | -2 | 0.2 | 0.6 | 12 | 1 | -9 | -9 | -3
CCOC(=O)N1CCC(N2CCN(S(=O)(=O)c3ccc(OC)cc3)CC2)CC1 | 9 | 7 | -0.2 | 1.4 | -6 | 0 | -6 | -1 | -2
COC(=O)C[C@H]1C[C@H]2c3cc(NS(=O)(=O)c4cccc(OC)c4)ccc3O[C@H]2[C@@H](CO)O1 | -4 | -2 | 0.5 | / | 5 | 1 | -5 | / | /

Sorted by the number under M1 ag (high to low): four of the compounds above.
SMILES	M1 ag
COC(=O)c1ccccc1NC(=O)C(C)NS(=O)(=O)c1ccc(OC)cc1 (centres undefined)	4
CCOC(=O)c1nc2c(=O)n(C)c(=O)n(C)c2n(C)c1=O	2
N/C(Cc1ccc([N+](=O)[O-])cc1)=N\OC(=O)COc1ccc2ccccc2c1	-1
COc1ccc(OCCn2cncn2)cc1	-2

Some values from the results shown:
OXTR potentiator result of O=C(NCC(=O)N1CCN(c2ccccc2O)CC1)c1ccc2ccccc2c1 stands at -6
CHO-K1 Ca ag result of CCN(CC(=O)Nc1c(F)cccc1F)C(=O)Cc1sc(C)nc1-c1ccc(F)cc1 stands at 0.6

(more compounds)
SMILES | TAAR1 antag | M1 ag | CHO-K1 Ca ag | V1R ag counter | M1 PAM parental | TAAR1 agonist | CHO-K1 Ca antag | CHO parental Ca | OXTR potentiator
COc1cc(/C=N/NC(=O)CCN2CCN(c3ccccc3)CC2)cc(OC)c1OC | 7 | -5 | 0.6 | -0.2 | 13 | 2 | 1 | -12 | -6
CC1C(=O)Nc2ccc(S(=O)(=O)N3CCN(c4cccc(C(F)(F)F)c4)CC3)cc2NC1=O (centres undefined) | -10 | -1 | -0.4 | 0.0 | 9 | 2 | 4 | -12 | -1
COc1ccc(-c2ccc(C(=O)NCCN(C)C)c3occc23)c(C)c1 | -11 | -7 | 0.8 | / | -4 | 2 | 0 | / | /
CCCCN(C(=O)c1cc(-c2ccncc2)nc2ccccc12)c1c(N)n(CC(C)C)c(=O)[nH]c1=O | -11 | -7 | -0.5 | 1.1 | 9 | 0 | -13 | -7 | -6
Cn1c(CN2CCN(CCO)CC2)c(C#N)c2ccccc21 | -12 | -4 | 3.6 | -0.3 | 20 | 7 | -9 | -3 | -3
O=C(COC(=O)c1cccc(S(=O)(=O)N2CCCC2)c1)Nc1ccccc1 | 2 | -9 | 3.0 | 2.6 | 18 | 3 | -3 | -28 | -5
Cc1c(C(=O)NCc2ccc3c(c2)OCO3)sc(=O)n1Cc1cccc(F)c1 | 22 | 2 | 2.0 | / | -5 | 14 | 2 | / | /
CCOc1ccc(C2C(C(=O)c3ccco3)=C(O)C(=O)N2CCN2CCOCC2)cc1 (centres undefined) | 2 | -3 | -0.1 | 0.3 | 9 | 1 | -1 | -3 | -1
CC(C)NC(=O)COC(=O)/C=C/c1ccc(F)cc1 | 3 | -7 | 0.9 | 1.5 | 24 | 1 | -9 | -2 | 3

Screens from PubChem.
